Autophagy mod: alters autophagy in cells. MEF GFP-LC3 puncta imaging; test concentration mostly 10 µM. calls only at 10 µM (by protocol). 0.98% of 190,000 active. AID 463193;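 active = percentage of spot-positive cells more than 3 SD above its plate mean, without a fluorescence outlier flag or 80% toxicity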;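 note: spot-positive cell cutoff set from DMSO-treated cells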
Dynein transport: dynein cargo transport inhibition; 3617.4 mouse cells, GR-EGFP nuclear translocation imaging; test concentration mostly 20 µM; stimulated with dexamethasone, 1 µM; active compounds read low; z-score, hits read low; 0.47% of 220,000 active;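 active = plate z-score of nuclear minus cytoplasmic receptor signal below a set negative limit, without overly bright fluorescence or cell loss, cut at about -3.5 in these data, passing the limit was not always enough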;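 note: z-score of nuclear minus cytoplasmic ring GR-EGFP intensity difference per well; some compounds called inactive have numbers as strong as hits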
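Buffer or medium: tet-free, stripped-serum medium; reagent: dexamethasone at 1.0 µM final, 30 min; incubation: 48 h induction, 1 h compound, 30 min dex at 37 °C; measured by: formaldehyde fixation, Hoechst nuclear stain, 10x automated fluorescence imaging; read-out: nuclear-to-cytoplasmic GR-EGFP distribution per well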
Lipid droplet: hepatic lipid droplet formation modulation. 0.4% of 240,000 active. inhibition, % at 6.5 µM. AML12 mouse hepatocytes, oleate lipid droplets, BODIPY imaging. AID 1656;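 active = lipid droplet intensity inhibited by at least 50%, with more than 500 cells counted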
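Assay system: AML12 mouse liver cells | Compound: 6.5 µM single-point dosing | Schedule: Overnight exposure | Technique: Fluorescence imaging, 20x objective, two fields per well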
MT stabilize HCS: microtubule stabilizers in HeLa cells; HeLa tubulin immunostaining HCS, 24 h; share of cells brighter than vehicle mean+2SD; % tubulin-high responders, % at 10 µM; 0.83% of 200,000 active;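 active = plate Z-score above 3 for both tubulin-high and condensed-nucleus cell shares, with cell loss under 80%, at 10 µM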;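 note: anti alpha tubulin signal scored within the nucleus-defined area of each cell; some results filed as inactive read as strong as hits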
Ins promoter up: MIN6 insulin promoter up-regulation. MIN6 insulin promoter-GFP reporter, high-content imaging; active compounds read high. z-score at 5 µM. 0.3% of 190,000 active. AID 1625;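 active = z-score above 3 at 5 µM with at least 500 cells counted in the well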
T cell HTS: T cell immune modulators affecting CD8 T cell-vesicle binding; 2C CD8+ T cell-vesicle binding, flow cytometry; active compounds read low; calls only at 7 µM; 0.068% of 330,000 active; AID 2052;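 active = response, share of CD8 T cells binding vesicles, and their 90th percentile fluorescence all below set limits, cut at about 80% in these data, passing the limit was not always enough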
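Material: murine 2C transgenic CD8+ T lymphocytes / Also added: QL9-peptide-loaded Drosophila micro-vesicles bearing Ld, ICAM-1 and B7-1 / Schedule: binding step 1.5 h, 37 °C, antibody labelling 20 min, ice / Signal: flow cytometry, PE anti-B7-1 (FL2) versus Alexa647 anti-CD8 (FL8), PFA-fixed / Evaluation: percent CD8+ FL2 mean versus row control / Benchmarks: naked versus QL9-loaded vesicles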
ER stress rescue: protection against thapsigargin-triggered cell killing – 384-well, CSM14.1, ATP luminescence, primary screen (AID 1222); one-dose cellular ATP content (survival), % at 20 µM; EC50 in µM for titrated hits; CSM14.1 thapsigargin-induced death rescue, ATP luminescence; higher % means a stronger effect; 190,000 tested, under 10 active;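 active = EC50 below 50 µM in the dose-response confirmation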;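 note: death triggered by thapsigargin at about 15 µM added after 2 h compound pretreatment; cell ATP read after overnight thapsigargin exposure of roughly 18 to 22 hours; normalized against plate controls of thapsigargin alone and 5% DMSO vehicle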
b-catenin transl: modulators of beta-catenin nuclear translocation. 0.3% of 190,000 active. nuclear translocation activity, % at 5 µM. HeLa beta-catenin nuclear translocation, immunofluorescence imaging. AID 1665;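 active = nuclear translocation activity above 50% at 5 µM, with a well cell count of 50 or more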;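 note: per-cell ratio of nuclear to cytoplasmic median beta-catenin stain intensity; plate controls were DMSO negative control for no effect and GSK-3 inhibitor IX positive control for full effect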
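Technique: fluorescence imaging of beta-catenin antibody stain plus DAPI / Material: human HeLa cell line / Incubation: compound treatment 24 h, 37°C, 5% CO2 / Read-out basis: % activation of per-cell nuclear versus cytoplasmic median beta-catenin signal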
PhoP inhibition: PhoP-dependent GFP reporter repression – Salmonella Typhimurium, primary screen (AID 1863). 0.16% of 300,000 active. inhibition, % at 50 µM; hits with a dose series show IC50 in µM. S. Typhimurium PhoP-regulated promoter GFP reporter, 4 h; higher % means a stronger effect;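 active = inhibition over 29.93%, a cutoff 3 SD above the screen mean, later confirmed by dose response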;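 note: 0% = low Mg2+ inducing control and 100% = high Mg2+ repressing control; strong numbers were not always called active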
Dynein transport cytoplasmic EGFP: also measured in Dynein transport; calls as there; z-score; measured here: cytoplasmic GR-EGFP intensity; active compounds read high
Dynein transport nuclear GR-EGFP: second read-out of Dynein transport, no call of its own (marks repeat the call); z-score; measured here: nuclear GR-EGFP intensity;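 lower value marks the stronger effect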
Dynein transport cell count: second read-out of Dynein transport, no call of its own (marks repeat the call); z-score; measured here: cell count per field
Ins promoter up cell count: also measured in Ins promoter up; calls as there; cell count; measured here: cytotoxicity, nuclei count;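 total cells summed across four imaged fields per well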
Lipid droplet cells 6.5 µM: second read-out of Lipid droplet, no call of its own (marks repeat the call); cell count; measured here: cell count, cytotoxicity flag;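 cells counted across two imaged fields per well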
b-catenin transl cell count 5 µM: recorded beside b-catenin transl, whose call it bears; cell count; measured here: cell count, cytotoxicity flag
T cell HTS vesicle-bound %: second read-out of T cell HTS, no call of its own (marks repeat the call); double positive events, %; measured here: CD8+ vesicle-bound cell fraction;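 binding gate set so that unloaded-vesicle control wells show 10% double positive cells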
MT stabilize HCS Hoechst-high %: also measured in MT stabilize HCS; calls as there; % Hoechst-high responders; measured here: nuclear condensation Hoechst responders;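 share of cells brighter than vehicle mean plus two SD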
MT stabilize HCS cytotoxicity %: recorded beside MT stabilize HCS, whose call it bears; toxicity, %; measured here: cytotoxicity by cell density;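 0% = mean cell density of plate MIN control wells and 100% = no cells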
Autophagy mod cell loss 18 h: also measured in Autophagy mod; calls as there; toxicity, %; measured here: cell loss, nuclei count;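 cell loss after 18 h compound exposure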
* marks the source's active call; other numbers are inactive results; i = inactive; / = no result given; & = joins results of further samples.

SMILES	Autophagy mod	Autophagy mod cell loss 18 h	Dynein transport	Dynein transport cytoplasmic EGFP	Dynein transport nuclear GR-EGFP	Dynein transport cell count	Lipid droplet	Lipid droplet cells 6.5 µM	MT stabilize HCS	MT stabilize HCS Hoechst-high %	MT stabilize HCS cytotoxicity %	Ins promoter up	Ins promoter up cell count	T cell HTS	T cell HTS vesicle-bound %	ER stress rescue	b-catenin transl	b-catenin transl cell count 5 µM	PhoP inhibition
CCOC(=O)C1CCN(C=Nc2cc(C)on2)CC1	i	19.1	-0.391	-0.194	0.0637	-0.237	14.1	820	6.1	3.1	1.2	0.24	1310	i	32.1	6.1%	-4.2	1233	-3.2%
c1ccc(-c2nc[nH]c2-c2ccccc2)cc1	/	/	-0.603&1.13	-0.21&0.769	-0.00496&1.46	0.197&-1.25	-0.1&-1.1	787&655	1.8	1.4	4.6	0.15&0.87	1283&877	i	25.3	2.2%	-6.9&-0.6	1255&1395	-4.3%&4.0%
Cc1cccc(OCCNC(=O)c2ncn[nH]2)c1	i	2.1	0.805	-0.228	0.807	-0.837	-2.9	592	3.5	1.9	7.5	0.07	1038	i	14.5	/	0.1	1064	-3.9%
CCN1CCN(Cc2ccc(NC(=O)c3ccc(C)c(NC(=O)c4ccno4)c3)cc2C(F)(F)F)CC1	/	/	0.131	-0.795	0.0869	-0.448	23.8	652	/	/	/	-0.76	931	i	23.0	/	-2.0	1412	-6.6%
Cc1cc(NC(=O)c2ccc(F)cc2)n(-c2ccccn2)n1	i	-4.9	0.419	-0.364	-0.359	-0.583	8.0	704	1.9	2.9	3.3	0.57	1360	i	44.6	-4.8%	-1.5	1148	-1.8%
OCC1(CCOc2ccccc2)CCN(Cc2cn[nH]c2-c2ccc(F)cc2)CC1	i	12.9	-0.794	-0.247	-0.262	0.542	-1.9	709	4.0	2.0	6.6	1.08	1458	i	35.7	-1.4%	-2.4	1032	-10.9%
CC(C)N(C(=O)COC(=O)c1ccc(Cl)nc1)C(C)C	i	-7.8	0.759	-0.00356	1.44	-1.72	4.2	705	3.1	2.5	12.0	-0.03	1302	i	17.9	-0.7%	-1.4	1074	-2.1%
CNC(=O)c1[nH]cnc1C(=O)N[C@@H](CC(C)C)C(=O)OCc1ccccc1	i	0.3	0.276	-0.042	0.453	0.31	-9.0	681	2.7	1.2	3.9	-0.77	1487	i	22.0	-1.2%	0.0	1111	-8.7%
Cn1c(NCc2cccs2)nc2ccccc21	i	0.8	-0.347	-0.252	0.105	-0.218	2.1	735	2.2	1.3	6.7	-0.28	1281	i	18.3	-2.5%	/	/	36.7%
Nc1c(C(=O)NCc2ccco2)c2nc3ccccc3nc2n1CCc1ccccc1	i	-0.8	-0.71	-0.175	0.162	0.629	2.3	719	3.2	1.6	5.1	-0.17	1032	/	/	0.6%	3.1	478	8.6%
COc1cc2c(cc1NC(=O)CSc1ccccc1)oc1ccccc12	i	-5.6	0.537	-0.252	0.394	0.188	-4.6	674	2.7	2.3	14.0	-0.02	1392	i	57.0	-0.9%	-0.5	1133	0.3%
O=C(CNC(=O)c1ccco1)OCN1C(=O)c2ccccc2C1=O	i	7.8	-0.697	-0.227	-0.00135	0.272	/	/	4.6	2.4	6.4	-0.28	1535	i	7.9	-0.4%	-3.4	931	-5.1%
Cc1ccc(OCC(=O)NCCO)cc1C	i	-4.1	-0.747	-0.211	-0.125	0.666	-1.0	748	1.5	1.5	5.0	-0.32	1041	i	49.1	-2.4%	-2.3	1115	2.4%
COc1ccc(C(CNC(=O)c2cc(C)oc2C)N2CCOCC2)cc1 (stereo unspecified)	i	3.4	-0.356	-0.206	0.0133	-0.665	-9.4	709	2.5	1.5	7.2	0.61	1378	i	30.9	3.0%	2.3	1220	-7.2%
C/C(=N\N(Cc1ccccc1)c1ccccc1)c1cccnc1	i	15.9	-0.026	-0.152	0.0471	-0.0359	22.5	632	1.0	1.1	3.5	-0.24	1479	i	21.7	4.6%	1.7	1058	7.0%
COc1ccccc1OCc1nnc(SCC(=O)NCc2ccco2)n1-c1ccccc1	i	-13.0	0.172	-0.189	-0.0264	1.25	-0.1	745	3.3	2.0	6.6	/	/	i	61.8	1.8%	0.4	1035	-3.1%
Cc1cc(=O)n2nc(N3CCCC(C(=O)NCCc4ccccc4)C3)sc2n1 (stereo unspecified)	i	-0.7	-0.621	-0.246	0.392	1.39	3.6	775	3.5	1.8	3.5	0.03	1292	i	17.9	-3.0%	-2.6	1127	1.1%
Cc1ccc(-n2ncc3c(NCC4CCCO4)ncnc32)c(C)c1 (stereo unspecified)	i	-2.8	-0.502	-0.125	0.04	0.861	5.1	676	3.9	2.8	3.2	-1.24	1334	i	42.3	0.9%	/	/	-13.0%
CN(C)CCCN(C(=O)CCOc1ccccc1)c1nc2c(F)cccc2s1	i	7.6	-7.86*	2.3*	-2.66*	1.47*	2.8	698	3.7	2.1	7.8	-0.02	1145	/	/	-0.1%	-2.6	1128	6.3%
CCOC(=O)c1cnc2c(-c3cccc(Br)c3)cnn2c1C	i	2.8	-0.452	-0.227	0.0662	0.0349	-3.8	685	6.1	2.2	4.5	-0.04	1573	i	36.5	-2.8%	-2.3	1107	-7.0%
CCc1nnc(NC(=O)CSc2nc(-c3ccccc3)c(-c3ccccc3)o2)s1	i	1.3	-0.627	-0.156	-0.147	0.737	-15.3	523	20.3	28.4	28.2	1.56	1428	i	18.6	3.2%	6.6	966	0.6%
COC(=O)Nc1nnc(Cc2ccccc2)s1	i	1.7	1.46	-0.286	0.595	-0.699	-4.9	708	3.4	1.4	2.8	-0.12	1832	i	14.4	-1.5%	-2.3	1101	4.4%
CCN(CC)S(=O)(=O)c1cccc(-c2nnc(SCC(=O)N3CCC(C(=O)O)CC3)n2N)c1	i	-0.8	-0.886	-0.322	-0.768	0.208	-13.5	701	1.4	2.2	2.2	0.04	1184	i	24.0	-0.6%	0.1	1102	-6.6%
O=C(N1CCOCC1)C1(c2ccccc2)CCCCC1	i	-10.3	-1.23	-0.262	-1.28	0.98	19.4	718	2.8	1.2	8.1	-0.08	1313	i	24.1	-1.9%	-0.5	592	-1.1%
COc1ccc(NC(=O)CSc2nnc3c4c(nc(-c5ccccc5)n23)CC(C)(C)OC4)cc1	i	-9.4	1.58	-0.255	1.23	-1.15	1.9	661	4.9	3.1	9.3	0.58	1351	i	57.1	-1.9%	/	/	11.2%
N/C(=N\OC(=O)CCCN1C(=O)c2ccccc2C1=O)c1ccc(Cl)cc1	i	-2.1	-0.462	-0.208	-0.306	0.458	/	/	1.5	1.4	6.2	-0.19	1607	i	18.9	-0.9%	-1.0	1346	-5.7%
O=C(CC1NC(=O)NC1=O)NC1(C(=O)NC2CCCCC2)CCCCC1 (stereo unspecified)	i	20.1	2.54	0.105	1.27	-0.394	/	/	8.5	1.6	9.2	1.06	1438	i	43.8	-1.6%	2.9	1429	-11.1%
CC(C)(C)NC(=O)C(=O)NNC(=O)c1ccccc1Br	i	24.2	-0.817	0.527	-0.183	1.37	-8.2	707	2.0	1.5	2.4	/	/	i	40.1	-0.1%	1.4	1018	-0.8%
CN(C)S(=O)(=O)c1ccc(NC(=O)c2cccnc2)cc1	i	0.1	-0.583	-0.205	-0.0779	0.283	14.0	758	1.6	0.9	3.4	-0.28	849	i	17.6	1.9%	/	/	15.8%
CCN(CC(=O)NCc1cccs1)C(=O)c1ccc(S(=O)(=O)N(C)C)cc1	i	-8.3	0.489	-0.271	0.522	-0.732	-3.8	661	3.6	2.3	9.1	-0.15	1283	i	13.6	1.1%	-0.9	1137	6.2%

Bioassay records: PubChem, several laboratories
